Bim-Bcl-XL – disrupts Bim peptide binding to human Bcl-XL | Q07817 | bead flow cytometry, fluorescence | inhibition, % at 10 µM | 190,000 tested, 0.04% active
Mcl1 Bid PPI – Mcl-1/Bid interaction inhibition. TR-FRET Mcl-1/Bid-Dy647 peptide binding, 1536-well. AID 1021. Q07820. inhibition, % at 21.7 µM. 220,000 tested, 0.97% active;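 active = compounds that cut the binding signal by more than half at the single screening dose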;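 also: His-tagged Mcl-1 with europium anti-His antibody binding Bid BH3 peptide; 0% = Mcl-1 plus peptide wells and 100% = peptide-only wells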
RGS8-Gao – regulators of human RGS8-Galphao interaction | 220,000 tested, 0.34% active | multiplexed bead flow cytometry, RGS8-Galphao binding; actives lie on both sides | response (percent of control binding), % at 10 µM; in the data active = response below about 60% or above about 140%; inactive = in between;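 also: Galphao activated as the GDP aluminium fluoride complex binding bead-coupled RGS8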
Target sequence (P09471 whole entry, looked up): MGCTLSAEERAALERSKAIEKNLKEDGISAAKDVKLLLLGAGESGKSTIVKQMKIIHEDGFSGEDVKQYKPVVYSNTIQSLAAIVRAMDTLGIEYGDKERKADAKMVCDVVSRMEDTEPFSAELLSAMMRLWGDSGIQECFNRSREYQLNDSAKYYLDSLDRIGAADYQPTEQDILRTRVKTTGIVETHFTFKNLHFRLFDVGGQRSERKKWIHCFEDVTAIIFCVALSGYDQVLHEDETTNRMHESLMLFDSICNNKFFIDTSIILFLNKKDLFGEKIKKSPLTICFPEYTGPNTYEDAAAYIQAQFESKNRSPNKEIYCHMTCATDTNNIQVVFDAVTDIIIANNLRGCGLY
Bim-Bcl-W – human Bim-Bcl-W interaction inhibition; Q92843; bead-based flow cytometry, Bim peptide-Bcl-W binding; inhibition, % at 10 µM; 190,000 tested, 0.02% active; AID 952;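 also: 0% = bound tracer without compound and 100% = peptide blocker; higher means less fluorescent Bim peptide bound to Bcl-W beads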
Target sequence (Q92843 whole entry, looked up): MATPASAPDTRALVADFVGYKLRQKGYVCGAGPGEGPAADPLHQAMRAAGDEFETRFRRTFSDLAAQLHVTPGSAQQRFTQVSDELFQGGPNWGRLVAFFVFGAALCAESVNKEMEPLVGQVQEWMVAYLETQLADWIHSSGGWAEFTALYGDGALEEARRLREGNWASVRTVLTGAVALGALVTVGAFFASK
Bcl-2 Bim block – inhibitors of Bim-Bcl-2 interaction, human | P10415 | Bead-based flow cytometry, Bim peptide-Bcl-2 binding | inhibition, % at 10 µM | 190,000 tested, 0.06% active; in the data active = inhibition above about 40%; inconclusive = no clear call, values can overlap the other calls;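 also: 0% = no compound wells with probe peptide and 100% = reference peptide inhibitor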
Target sequence (P10415 whole entry, looked up): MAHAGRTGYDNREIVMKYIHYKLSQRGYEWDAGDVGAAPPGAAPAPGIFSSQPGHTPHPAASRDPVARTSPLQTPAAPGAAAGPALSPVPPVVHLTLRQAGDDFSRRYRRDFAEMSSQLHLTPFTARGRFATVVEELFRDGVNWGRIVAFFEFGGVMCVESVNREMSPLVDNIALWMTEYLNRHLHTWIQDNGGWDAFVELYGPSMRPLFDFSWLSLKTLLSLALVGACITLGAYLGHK
GSH bead fluor – compound fluoresces at 488/530 nm on GSH beads; 190,000 tested, 0.25% active; GSH beads flow cytometry, compound fluorescence 488/530 nm; hits give high values; fluorescence (KMESF) at 10 µM; in the data active = fluorescence above about 89;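 also: glutathione beads carrying GST-tagged Bcl family fusion proteins plus one bare bead set; values are compound well signal with DMSO vehicle wells as background; inactives centre near 16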
Bcl-B Bim block – inhibitors of Bim-Bcl-B interaction, human. bead-based flow cytometry, Bim peptide-Bcl-B binding. inhibition, % at 10 µM. 190,000 tested, 0.073% active. AID 951;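 also: 0% = tracer peptide without compound and 100% = reference inhibitor peptide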
RGS7-Gao – modulates binding of RGS7 to human Galphao. Multiplexed bead flow cytometry; actives lie on both sides. P09471. AID 1439. 220,000 tested, 0.35% active. binding response (% of control), % at 10 µM; in the data active = binding response below about 49% or above about 150%; inconclusive = no clear call, values can overlap the other calls; inactive = in between;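 also: fluorescent Galphao held in activated GDP-AlF4 state binding bead-coupled RGS7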
Bim-Mcl-1 – human Bim-Mcl-1 interaction inhibition; Bead-based flow cytometry, Bim peptide-Mcl-1 binding; inhibition, % at 10 µM; 190,000 tested, 0.1% active;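 also: 0% = no compound tracer wells and 100% = peptide blocker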
Bfl-1 Bim block – inhibitors of Bim-Bfl-1 interaction, human; 190,000 tested, 0.12% active; Bead-based flow cytometry, Bim-Bfl-1 binding inhibition; inhibition, % at 10 µM; Q16548;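 also: 0% = wells without compound plus tracer and 100% = blocker peptide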
RGS4-Gao reg – modulates binding of RGS4 to human Galphao; 220,000 tested, 0.33% active; Multiplexed bead flow cytometry; actives lie on both sides; binding response (% of control), % at 10 µM; P09471; AID 1415; in the data active = binding response below about 49% or above about 150%; inactive = in between;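 also: fluorescent Galphao activated with aluminum fluoride binding bead-coupled RGS4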
* hit, by the source's call; ? = inconclusive; nt = no result given. Rule as the data show it, unless noted: active = inhibition above about 40%.

SMILES	Bim-Bcl-XL	Mcl1 Bid PPI	RGS8-Gao	Bim-Bcl-W	Bcl-2 Bim block	GSH bead fluor	Bcl-B Bim block	RGS7-Gao	Bim-Mcl-1	Bfl-1 Bim block	RGS4-Gao reg
COC(=O)C1=NNC2(c3ccc(C)cc3)C(=O)N(c3cccc(C)c3C)C(=O)C12 (stereo not drawn)	-7	-9	99	-4	-2	10	-9	96	-4	-4	97
COc1ccc2nc(SCCOC(=O)Nc3ccc(Cl)cc3)nc(C)c2c1	-8	-14	101	-4	-5	12	-5	101	-3	-8	100
CCCN(Cc1ccccc1)S(=O)(=O)c1ccc(N2C(=O)CCC2=O)cc1	1	-17	104	-1	-2	52	-1	93	2	-3	96
Nc1ccc(Cc2ccc(N)c(O)c2)cc1O	0	27	92	5	3	9	0	87	2	4	84
COc1ccc(NC(=O)c2c[nH]c(=O)n(-c3ccc(C)c(C)c3)c2=O)cc1OC	-3	-1	101	0	-4	19	0	101	0	-2	106
O=C(Nc1cccnc1)c1cccnc1Cl	4	1	108	3	6	23	2	102	0	1	103
O=C(O)c1ccccc1NSc1ccccc1[N+](=O)[O-]	-1	2	91	0	1	10	1	104	51*	1	80
CC(C)CCN1CCN(Cc2cccc(-n3cccn3)c2)CC1CCO (stereo not drawn)	-1	-4	123	0	0	10	1	105	0	2	105
CC1(C)Oc2ccc(C(=O)NC3CCCC3)cc2N(CC(=O)NC2CCCC2)C1=O	-1	-21	98	-1	-10	14	-6	95	0	-5	99
CCOC(=O)C1=C(C)N=C2SC(CC)C(=O)N2C1c1cccc(F)c1 (stereo not drawn)	-7	-39	nt	1	-10	19	-8	nt	-1	-15	nt
C=CCN(c1ccccc1OC)S(=O)(=O)c1cccc(C(=O)OCC(=O)c2c[nH]c3ccccc23)c1	-6	-9	101	-3	-12	9	-10	99	-1	-15	100
COc1ccc(S(=O)(=O)C(C#N)c2nc3ccccc3nc2N2CCCCC2)cc1 (stereo not drawn)	-1	-51	103	1	-4	15	-5	99	0	-11	101

Complete entries as entered above. Order of screens: Bim-Bcl-XL, Mcl1 Bid PPI, RGS8-Gao, Bim-Bcl-W, Bcl-2 Bim block, GSH bead fluor, Bcl-B Bim block, RGS7-Gao, Bim-Mcl-1, Bfl-1 Bim block, RGS4-Gao reg
`CCCN(Cc1ccccc1)S(=O)(=O)c1ccc(N2C(=O)CCC2=O)cc1` as listed: 1, -17, 104, -1, -2, 52, -1, 93, 2, -3, 96
`Nc1ccc(Cc2ccc(N)c(O)c2)cc1O` as listed: 0, 27, 92, 5, 3, 9, 0, 87, 2, 4, 84
`COc1ccc(S(=O)(=O)C(C#N)c2nc3ccccc3nc2N2CCCCC2)cc1` (stereo not drawn) as listed: -1, -51, 103, 1, -4, 15, -5, 99, 0, -11, 101
`COc1ccc(NC(=O)c2c[nH]c(=O)n(-c3ccc(C)c(C)c3)c2=O)cc1OC` as listed: -3, -1, 101, 0, -4, 19, 0, 101, 0, -2, 106
`O=C(Nc1cccnc1)c1cccnc1Cl` as listed: 4, 1, 108, 3, 6, 23, 2, 102, 0, 1, 103

The results go on.
SMILES	Bim-Bcl-XL	Mcl1 Bid PPI	RGS8-Gao	Bim-Bcl-W	Bcl-2 Bim block	GSH bead fluor	Bcl-B Bim block	RGS7-Gao	Bim-Mcl-1	Bfl-1 Bim block	RGS4-Gao reg
CC(=O)C1C(=O)C=C(c2cccs2)CC1c1ccccc1 (stereo not drawn)	-1	-38	100	0	0	13	0	?	1	-1	102
COc1cc(C2C=C(C34CC5CC(CC(C5)C3)C4)NC(=S)N2)cc(OC)c1OC (stereo not drawn)	-11	-15	102	0	-7	36	-15	104	-5	-14	103
O=C(NNc1cccc(Cl)n1)c1ccccc1CC[N+](=O)[O-]	-1	-12	108	0	0	10	-1	110	0	-4	105
CN(C)C(=O)N1CCCC(C(=O)NCCc2ccccc2)C1 (stereo not drawn)	-4	-7	99	-1	-1	13	0	99	0	-1	98
Cc1ccc2cc3cc(C(=O)N4CCN(C(=O)c5ccco5)CC4)sc3nc2c1	2	-13	102	0	0	15	1	100	-3	3	100
Cc1cc(C)c2cc(CN(CC3CCCO3)C(=S)NCc3ccco3)c(=O)[nH]c2c1 (stereo not drawn)	-3	-39	102	-2	-5	16	-14	101	-2	-3	101
Cc1ccc(S(=O)(=O)NCCSc2nnc(N)s2)cc1	-5	-1	103	-1	-5	36	-10	103	-1	-8	103
CCCS(=O)(=O)N1CCN(CC2CC3C=CC2C3)CC1 (stereo not drawn)	1	-8	100	3	4	9	0	98	2	0	102
CCCCNC(=O)C1(c2ccc(OC)cc2)CCOCC1	-6	-12	104	-4	0	10	-5	100	-3	-4	101
O=C(COC(=O)c1ccc(S(=O)(=O)NCc2ccco2)cc1)Nc1ccccc1OC(F)F	-8	-20	106	0	-11	23	-7	99	-4	-14	99
CCOC(=O)C1(CC2CC2)CCN(Cc2ccc3cccc(F)c3n2)CC1	-4	-35	98	-5	-4	14	-6	89	-7	-8	95
O=C1Nc2c(Br)cc(Br)cc2C1(O)N1CCOCC1 (stereo not drawn)	1	-2	99	-2	-2	21	0	101	-3	-3	101

Some entries already given, showing only Bim-Bcl-XL and RGS4-Gao reg:
canonical_smiles	Bim-Bcl-XL	RGS4-Gao reg
Cc1ccc(S(=O)(=O)NCCSc2nnc(N)s2)cc1	-5	103
CCCS(=O)(=O)N1CCN(CC2CC3C=CC2C3)CC1 (stereo not drawn)	1	102

Later entries
SMILES	Bim-Bcl-XL	Mcl1 Bid PPI	RGS8-Gao	Bim-Bcl-W	Bcl-2 Bim block	GSH bead fluor	Bcl-B Bim block	RGS7-Gao	Bim-Mcl-1	Bfl-1 Bim block	RGS4-Gao reg
O=C(NC(Cc1c[nH]c2ccccc12)c1nnc2n1CCCCC2)c1ccccc1Cl (stereo not drawn)	-3	-83	98	-1	-4	21	-2	100	-1	-1	105
CC1CN(C(=S)NC(=O)c2ccc([N+](=O)[O-])cc2)CC(C)O1 (stereo not drawn)	0	-98	107	0	-4	9	-9	100	-2	-2	102
COc1cccc(CNC(=O)C(CCSC)NS(=O)(=O)c2ccc3c(c2)oc(=O)n3C)c1 (stereo not drawn)	2	-64	101	2	-5	43	-8	99	0	-12	99
CCn1c(=N)n(CC(O)c2cccs2)c2ccccc21 (stereo not drawn)	-3	-11	107	0	-5	11	-4	98	-2	-5	102
CCOc1ccc2[nH]c(=O)c(CN(CCO)C(c3nnnn3C3CCCCC3)C(C)C)cc2c1 (stereo not drawn)	-3	-1	104	-2	-6	12	-6	103	6	-4	103
COc1ccc(OC)c(/C=N\NC(=O)c2ccc(=O)n(C)c2)c1	-7	-6	105	-5	0	11	-7	100	-3	-3	100
CCOC(=O)C1(C(=O)O)NC(=O)CC1c1ccccc1 (stereo not drawn)	-3	19	100	0	-5	13	-5	94	-1	-12	97
CC(Oc1ccc(Cl)cc1Cl)c1nc(-c2ccc(NC(=O)c3ccncc3)cc2)no1 (stereo not drawn)	5	16	94	-2	0	97*	-6	96	-6	-2	102
COc1cc2c(cc1OC)C(C(=O)Nc1ccc3c(c1)OCCO3)C(c1cccnc1)N(C)C2=O (stereo not drawn)	1	-14	101	-2	-3	19	2	96	3	-5	97
Cc1cc(C)c(C#N)c(SCC(=O)c2ccccc2)n1	-10	-21	100	-1	-4	14	-9	96	-1	-9	97
COc1ccc(-c2cc(C(=O)OCC(=O)N3CCCC3)c3ccccc3n2)cc1	0	8	100	0	-3	12	-6	100	-2	-1	99
CCOC(=O)C1(Cc2ccccc2)CCN(Cc2cc(OC)c3c(c2)OCO3)CC1	-6	-38	103	-4	-2	14	-9	107	-6	-7	106
COc1ccc(C(C)=O)cc1COc1ccc([N+](=O)[O-])c(C)c1	-6	-3	104	0	-4	18	-4	?	-2	-6	104
CC(O)C(NS(=O)(=O)c1ccc(Cl)cc1)C(=O)OCC(=O)c1c[nH]c2ccccc12 (stereo not drawn)	5	3	99	10	-5	8	2	95	-4	6	100
O=C(Cn1cnnn1)Nc1cccc(S(=O)(=O)N2CCCCC2)c1	-6	-6	98	-5	-3	21	-6	101	-3	-2	99
CCSc1oc(-c2cccs2)nc1S(=O)(=O)c1ccccc1	-1	-16	94	0	-4	17	-3	95	1	-7	95
O=C(O)C1=C[C@H](c2csc3ccccc23)C[C@H](OCc2ccc(CO)cc2)O1	-2	4	101	0	0	17	-1	100	-1	-6	100
COc1cc(OC)c(OC)cc1CN1CCN(Cc2ccc(SC)cc2)CC1	-2	33	101	-1	-2	15	-2	97	-1	-5	97
CCOc1ccc(OCc2ccc(C(=O)N3N=C(C(F)F)CC3(O)C(F)F)o2)cc1 (stereo not drawn)	-1	-3	100	0	-4	53	0	95	3	-5	100
COc1ccc(Cl)cc1NC(=S)NN1CCOCC1	0	-31	101	0	1	12	-1	102	-1	-2	101
CCN(CC)CCNC(CC(=O)Nc1ccc(Cl)cc1Cl)C(=O)O (stereo not drawn)	-1	0	97	0	-11	19	-1	102	3	2	97
COc1ccc(N2C(=O)CC(N3CCCC4CCCCC43)C2=O)cc1 (stereo not drawn)	-5	-23	104	0	-8	29	-4	106	-2	-11	106
O=C(CN1CCN(Cc2ccccc2Cl)CC1)N/N=C/C=C\c1ccccc1[N+](=O)[O-]	0	7	106	0	0	6	-2	100	-1	0	104
Nc1ccn(Cc2ccc(F)cc2)n1	-1	-17	97	1	-4	16	-5	95	2	-6	94
Cc1nc2sc(C(c3cccs3)N3CC(C)CC(C)C3)c(O)n2n1 (stereo not drawn)	-7	-3	103	-5	-6	14	-8	99	-2	-5	99
CCN(CC)S(=O)(=O)c1cccc(C(=O)N/N=C(\C)c2cccs2)c1	0	-2	106	1	0	13	-3	?	1	-3	102
CC(C)CC1(C)NC(=O)N(CC(=O)NC(=O)Nc2ccc3c(c2)OCCO3)C1=O (stereo not drawn)	-3	5	97	4	-4	14	-3	94	12	-7	97
CCc1cc2c(NCCC(=O)O)nc(C)nc2s1	1	-15	99	0	0	9	4	95	3	-1	95
